Compound activity as filed in PubChem BioAssay.
NPR2 activator – GC-B (human) receptor activation; activation, % at 10 µM; hit rate 0.11% among 370,000; AID 1920062; HEK293-GC-B cells, CNP EC30, cGMP TR-FRET; 0% at EC30 CNP, 100% saturating CNP; P20594;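 active = activation at 10 µM reaching about 35% in either raw or pattern-adjusted values, limit read from the data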
Rev-erbA mod – modulators of human Rev-erb alpha DNA binding; P20393; Rev-erbα–FITC-DNA binding, fluorescence polarization, 90 min; activity, % at 10 µM; hit rate 0.79% among 370,000; AID 1259318;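 active = activity above about 14%, limit read from the data; passing the limit was not always enough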;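 also: 0% = DMSO wells with 35 nM protein and 100% = DMSO wells with 750 nM protein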
ARFGAP1 inhibitor – rat ARFGAP1 inhibition; Arfgap1-stimulated ARF1 GTP hydrolysis, GDP FP detection; Q62848; inhibition, % at 16.5 µM; hit rate 0.26% among 360,000;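 active = inhibition above a per-plate limit, mean inhibition of low control wells plus 3 SD, cut at about 25% in these data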;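 also: 0% = DMSO wells with enzyme and 100% = wells lacking Arfgap1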
Target sequence (Q62848 1-136 limits assumed): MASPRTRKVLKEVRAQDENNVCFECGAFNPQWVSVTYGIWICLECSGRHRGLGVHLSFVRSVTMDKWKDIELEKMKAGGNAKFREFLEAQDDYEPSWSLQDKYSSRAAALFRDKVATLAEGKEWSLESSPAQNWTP
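Material: truncated rat Arfgap1 GAP domain; Incubation: compound-enzyme preincubation 20 min, reaction 120 min, detection 60 min, 25 °C; Read-out: percent inhibition of Arfgap1-stimulated GTP hydrolysis; Technique: FP, GDP Alexa 633 tracer displaced from anti-GDP antibody, 620/688 nm; Controls: No-Arfgap1 wells (100%) versus DMSO full-reaction wells (0%); Replication: single well per compound.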
PG9 Ab binder – binds the HIV-1 gp120 antibody PG9; TR-FRET gp120-PG9 antibody binding; inhibition, % at 6.7 µM; hit rate 0.43% among 360,000; AID 624416; in the data active = inhibition above about 8.5%
rCAG binder – r(CAG) repeat RNA binding; TO-PRO-1 dye displacement fluorescence; inhibition, % at 3 µM; hit rate 1.3% among 370,000; AID 651821;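 active = inhibition above the plate cutoff, the mean of all test compounds on that plate plus 3 SD, cut at about 35% in these data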;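 also: 0% = DMSO alone and 100% = 100 µM mitoxantrone as full dye displacement; higher means more dye released from RNA so lower well fluorescence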
ABHD4 inh – inhibitors of mouse ABHD4. purified mABHD4, FP-Rh probe fluorescence polarization. inhibition, % at 8.92 µM. hit rate 0.54% among 370,000. AID 720543;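 active = inhibition exceeding the mean over every tested compound plus 3 SD, cut at about 30% in these data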;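 also: 0% = plate median of compound wells and 100% = S159A mutant with DMSO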
Target sequence (Q8VD66 whole entry, looked up): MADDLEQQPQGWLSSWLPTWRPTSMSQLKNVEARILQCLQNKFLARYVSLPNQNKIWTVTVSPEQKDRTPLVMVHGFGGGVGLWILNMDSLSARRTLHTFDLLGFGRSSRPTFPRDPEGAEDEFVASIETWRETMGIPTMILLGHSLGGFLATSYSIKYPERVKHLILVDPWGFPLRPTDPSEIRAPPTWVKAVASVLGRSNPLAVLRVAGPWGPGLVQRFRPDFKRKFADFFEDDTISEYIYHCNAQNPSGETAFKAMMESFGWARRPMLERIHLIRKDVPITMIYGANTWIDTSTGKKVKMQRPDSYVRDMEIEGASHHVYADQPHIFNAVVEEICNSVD
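Assay system: mouse ABHD4 enzyme, wild type / Also added: fluorescent activity-based probe FP-Rh / Doses: single nominal dose of 8.92 µM, 0.89% DMSO final / Timing: 45 min compound pre-incubation plus 60 min probe step, 25 °C / Signal: FP readout, ex 525 nm / em 598 nm / Control set: S159A mutant/DMSO as 100%, compound-well median as 0%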
HTRA1 inhibitor – inhibitors of human serine peptidase HTRA1 | Q92743 | recombinant HTRA1, FP-rhodamine activity-based probe, fluorescence polarization | inhibition, % at 5.96 µM | hit rate 0.5% among 340,000; in the data active = inhibition above about 36%;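 also: 0% = enzyme with DMSO and 100% = wells lacking enzyme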
NPR1 activator – GC-A (human) enzyme activation. P16066. activation, % at 10 µM. AID 1671463. hit rate 0.14% among 370,000. HEK293 GC-A cells, cGMP TR-FRET, EC30 ANP; 0% at EC30 ANP, 100% saturating ANP; in the data active = activation above about 40%
ASAP1 GAP inh – blocks human ASAP1-stimulated Arf1 GTP hydrolysis; Q9ULH1; GDP FP detection; hit rate 0.19% among 360,000; inhibition, % at 16.5 µM; in the data active = inhibition above about 25%;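 also: 0% = vehicle with enzyme and substrate and 100% = no enzyme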
Target sequence (Q9ULH1 325-724 limits assumed): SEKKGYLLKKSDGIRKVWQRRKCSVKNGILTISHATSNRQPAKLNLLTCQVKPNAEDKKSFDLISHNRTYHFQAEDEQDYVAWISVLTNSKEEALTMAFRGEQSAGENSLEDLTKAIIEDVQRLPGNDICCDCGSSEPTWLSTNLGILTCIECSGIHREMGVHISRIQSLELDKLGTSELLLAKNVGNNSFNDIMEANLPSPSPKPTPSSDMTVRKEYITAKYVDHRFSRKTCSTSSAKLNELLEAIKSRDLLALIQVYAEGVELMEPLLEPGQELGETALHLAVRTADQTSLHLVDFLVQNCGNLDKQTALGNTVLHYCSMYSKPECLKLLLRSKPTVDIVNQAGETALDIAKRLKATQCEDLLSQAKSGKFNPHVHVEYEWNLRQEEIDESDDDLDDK
SMARCA2 activ – increases SMARCA2 function in MMTV reporter cells | MG213 cells, MMTV-luciferase reporter, dexamethasone, overnight | activation, % at 9.1 µM | hit rate 1% among 370,000; in the data active = activation above about 7.8%;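 also: 0% = vehicle wells and 100% = reference activator wells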
* hit, by the source's call; · = no result given.

SMILES	NPR2 activator	Rev-erbA mod	ARFGAP1 inhibitor	PG9 Ab binder	rCAG binder	ABHD4 inh	HTRA1 inhibitor	NPR1 activator	ASAP1 GAP inh	SMARCA2 activ
CC(C)CN(C(=O)COc1ccc([N+](=O)[O-])cc1)c1c(N)n(CC(C)C)c(=O)[nH]c1=O	-1	-1	-3	-0.4	10	1	5	0	-2	3
O=C(C(=O)N1CCN(c2ccccc2Cl)CC1)c1c[nH]c2ccccc12	6	3	5	0.3	4	-14	-29	-4	3	4
CCOc1ccccc1NC(=O)COC(=O)C(CC)c1ccccc1 (configuration not stated)	-2	1	6	-4.3	-6	-16	-6	-2	5	0
c1ccc(-c2noc(C34CC5CC(CC(C5)C3)C4)n2)nc1	-2	1	4	-1.1	-9	-3	-2	3	1	1
CNC(=O)c1ccc(NC(=O)c2cc(S(=O)(=O)N(C)C)ccc2N2CCCC2)cc1	15	9	-5	-1.7	1	-10	-7	8	-10	-3
Cc1ccc(C)c(S(=O)(=O)NCc2ccc3c(c2)OCO3)c1	-3	8	13	2.0	3	8	-4	8	-9	-5
Cc1nc(-c2cccc(NC(=O)c3cccs3)c2)cs1	11	-1	0	0.5	15	-5	-19	18	7	4
O=C(Oc1ccc(Br)cc1C(=S)N1CCCC1)c1ccccc1Cl	-4	0	-5	-2.3	-2	-11	-9	-7	-7	0
COc1ccccc1N(CC(=O)N1CCCC1)S(=O)(=O)c1ccc(C)cc1	1	-6	-6	2.1	-1	2	5	-1	-8	3
C=CCOC(=O)C1=C[C@@H](c2ccccc2)C[C@@H](OCc2ccc(CO)cc2)O1	3	-3	3	-0.7	-1	-6	-15	0	7	0
Cc1ccc(/C=N/c2sc3c(c2C#N)CCCCC3)o1	2	-2	0	-0.5	7	10	-2	1	7	-1
COC(C)(C)[C@H](O)COc1c2ccoc2cc2oc(=O)ccc12	-4	-3	-4	0.2	-1	6	11	-1	-9	2
Cc1ccccc1C(=O)Nc1ccc(N2CCOCC2)nc1	0	-2	1	-1.3	-4	-4	-2	1	3	5
Cc1ccc(S(=O)(=O)N(C)C)cc1NC(=O)COC(=O)c1ccc2c(c1)OCO2	-1	-1	14	-2.3	2	0	-3	2	-4	2
COc1cc(OC)cc(C(=O)N[C@@H](CCSC)c2nc3ccccc3[nH]2)c1	-8	-6	-5	1.0	-1	-10	-7	-2	11	1
C[C@@H]1CN([C@H](C)CO)C(=O)CCCn2nncc2CO[C@@H]1CN(C)C(=O)Nc1cccc2ccccc12	-3	4	8	1.1	1	0	-2	-1	-2	-4
COc1ccc(C(C)(NC(C)=O)c2nc(-c3cccnc3)cs2)cc1 (configuration not stated)	1	2	0	0.0	0	1	·	-4	-1	-1
CCN(CC)S(=O)(=O)c1ccc(C)c(NC(=O)CNCc2ccccc2OC)c1	2	0	0	0.3	-8	5	-6	4	19	-1
Cc1ccc(C(=O)COC(=O)CNC(=O)c2ccc(Br)o2)cc1[N+](=O)[O-]	-2	-2	-1	-2.3	3	-3	2	-1	-3	-2
COCc1cc(C)nc(SCC(=O)Nc2cc(C(F)(F)F)ccc2N2CCOCC2)c1C#N	-1	-3	-6	0.8	-3	-1	-4	-24	4	-3
Cn1c(CN2CCN(CCO)CC2)c(C#N)c2ccccc21	2	2	3	2.9	-8	0	-2	1	-2	-4
COc1cc2c(cc1OC)CSC1C(=O)N(C)C(SC2)C(=O)N1C	-3	0	·	·	7	2	·	-3	·	-2
Cn1c(=O)c2c(nc(NCCO)n2C)n(C)c1=O	1	-4	0	-2.1	-1	3	-5	1	9	2
Cc1cn([C@H]2C[C@H](O)[C@@H](/C=C/C(=O)NCC(c3ccccc3)c3ccccc3)O2)c(=O)[nH]c1=O	2	-6	14	-0.3	6	-2	·	-3	-3	0
C#CC[N+]1(CC#Cc2cccc(C)c2)CCCCC1	-4	3	5	-0.7	0	2	1	0	-1	-3
CC(C)Nc1nc(-c2ccccn2)nc(-c2ccccc2)c1C#N	2	8	2	-1.4	-2	-4	-1	3	-6	0
COc1nc(Nc2ccc(-c3nc4ccccc4o3)cc2)nc(N2CCOCC2)n1	-1	11	1	-0.8	2	-6	-15	3	-9	-2
Cc1cc(CNC(=O)c2ccc(C)c([N+](=O)[O-])c2)c2ccccc2n1	-1	2	14	0.6	1	-6	3	1	1	0
COc1ccc(Nc2nc(N)c([N+](=O)[O-])c(NC3CCCCC3)n2)cc1	18	13	0	0.1	18	-14	-28	22	-2	-4
C=CCNC(=O)c1ccccc1NS(=O)(=O)c1ccc(OC)c(C(=O)N2CCOCC2)c1	2	2	7	0.8	0	2	-3	1	-4	-1
Nc1nonc1N/N=C/c1c(O)ccc2ccccc12	-5	10	9	-1.4	40*	22	17	5	-6	-2
Cn1c(=O)c(=O)n(C)c2cc(S(=O)(=O)N3CCc4ccccc43)ccc21	-3	2	0	-0.4	-3	3	-6	1	-3	-2
Cc1cccc(C)c1NC(=O)CCS(=O)(=O)c1cccc2nsnc12	5	-4	0	1.8	2	0	3	1	1	-1
FC(F)(F)c1cccc(OCCN2CCN(Cc3ccccc3)CC2)c1	-2	1	-4	1.0	-9	24	5	-2	5	0
Cc1cc(C)n(-c2cccc(F)n2)n1	-3	-1	10	-1.6	-5	1	-2	1	4	1
O=C(c1cccc(Oc2ccccc2)c1)N1CCOCC1	-2	-4	7	0.2	-7	1	6	0	-6	-3
C=CCOc1ccccc1C(=O)/C=C1/C(=O)Nc2ccccc21	-8	-1	-7	1.8	6	11	-4	1	-2	2
COc1ccc(C(=O)Nc2ccc(NC(=O)c3ccco3)c(Cl)c2)cc1OC	3	-6	-3	2.3	4	0	-10	-3	-1	-2
CCOc1ccccc1N1CC(C(=O)Nc2cc(S(C)(=O)=O)ccc2Cl)CC1=O (configuration not stated)	-5	-3	-11	-0.4	1	-5	5	1	3	0
CCOc1cc(/C=C/C(=O)OCC(=O)NC2CCS(=O)(=O)C2)ccc1OCc1ccccc1 (configuration not stated)	0	-2	5	-2.1	-2	-10	-7	-2	-6	-3
c1ccc2c(C[C@@H]3CNCCN3CCCCC3CCCCC3)cccc2c1	2	2	6	2.8	17	26	-28	3	-8	-1
Cc1c(C=O)c2ccccc2n1CC(=O)NCc1ccc2c(c1)OCO2	-3	3	3	-2.8	4	3	0	-2	-1	-2
CN(C)CCC(O)c1ccccc1 (configuration not stated)	4	-3	5	-0.4	-1	2	7	5	7	1
CCn1c(SCc2nc3ccccc3s2)nnc1-c1ccccc1	-7	2	-2	1.2	-4	-5	-14	2	-5	4
CCc1ccc(CC2(O)CC(C)N(C)CC2C)cc1 (configuration not stated)	-5	1	6	0.4	2	5	1	0	-1	-1
CCOC(=O)c1ccc(NC(=S)Nc2cc(C)cc(C)n2)cc1	3	26*	3	-1.8	-2	-3	3	1	-4	2
Cc1ccccc1NC(=O)N1C2CCC1CC(O)(c1cccnc1)C2 (configuration not stated)	0	3	-12	0.8	0	4	-4	-1	-18	2
c1ccc(OCCN2CCOCC2)cc1	5	5	-2	-1.4	-1	12	1	0	1	-1
c1cc2c3c(cccc3c1)C(N1CCCCCC1)=N2	·	·	-9	0.5	4	-5	2	·	9	0
COc1ccc(C(=O)Nc2nnc(C)s2)cc1S(=O)(=O)N1CCOCC1	-5	-3	5	0.9	3	-9	7	-4	-4	-2
COc1ccc(NC(=O)COc2ccc(/C=C/c3cccc[n+]3C)cc2OC)cc1	2	1	9	-3.3	-2	1	1	0	4	0
COc1ccc(-c2c(C(C)=O)c(C)n(C)c2C)cc1	-2	1	-7	-0.9	-5	9	7	-1	7	-1
O=C(COc1cccc(Cl)c1)NCC(c1cccs1)N1CCOCC1 (configuration not stated)	-2	1	7	-0.7	-2	1	1	2	1	1
O=C1C=C(c2ccc(Br)c3ccccc23)C[C@@H](c2ccc3c(c2)OCO3)C1	-3	-6	7	-1.2	10	-5	-39	2	-11	-2
Cc1nc(SCC(=O)NC2CCCC2)c2oc3ccccc3c2n1	10	35*	6	-2.8	-1	2	-1	-1	1	5
COc1ccc(C2=NN(C(=O)CCCC(=O)O)C(c3cn(-c4ccccc4)nc3-c3ccccc3)C2)cc1 (configuration not stated)	-3	-2	12	-0.2	2	-8	-3	-13	5	-6
FC(F)(F)c1cccc(NC(=S)NCc2ccccc2)c1	-1	3	18	0.6	2	-26	-14	0	13	-2
CCOc1ccc(S(=O)(=O)n2c([N+](=O)[O-])cnc2C)c(C)c1C	11	0	-10	1.2	3	7	11	-1	5	-4
CC12C=CC3(CN(Cc4ccccc4)C(=O)C3C1C(=O)NCc1ccco1)O2 (configuration not stated)	1	-6	1	1.1	4	2	8	6	9	-2
COc1ccc2c(c1OC)C(=O)N(c1cccc(C)c1)C2=O	4	-1	-8	1.7	0	9	5	6	0	4
Next results follow:
SMILES	NPR2 activator	Rev-erbA mod	ARFGAP1 inhibitor	PG9 Ab binder	rCAG binder	ABHD4 inh	HTRA1 inhibitor	NPR1 activator	ASAP1 GAP inh	SMARCA2 activ
CCOC(=O)[C@H]1[C@H]2COc3ccc(Br)cc3[C@@H]2N2C(=O)c3cc(F)c(F)cc3NC(=O)[C@@]12C	4	-6	-4	-1.8	0	-30	-46	-2	-6	-1
CCn1c(CN2CCC(C)CC2)nc2cc(S(=O)(=O)N3CCCCC3)ccc21	4	5	-1	0.2	-2	-12	1	0	4	-6
Cc1cn(C(=O)c2cccc(Br)c2)c(C)n1	-3	-5	11	0.3	-3	-1	3	11	9	-1
Cc1cccn2c(=O)c3cc(C(N)=S)c(=N)n(CCCOC(C)C)c3nc12	7	-11	8	-1.1	6	-3	10	17	5	0
COc1ccc(-c2nc(N)nc(N)n2)c(O)c1	-9	-4	-1	-1.6	3	-1	7	1	5	5
CCC(=O)N1CCn2c1nc1ccccc12	2	-2	0	1.0	-3	2	5	3	10	0
O=C(Nc1ccc(S(=O)(=O)NCCc2ccccc2)cc1)c1ccncc1	-11	0	-1	-2.1	4	-6	-11	-3	6	-4
COc1ccc(C2(C(=O)Nc3ccc(C)cc3)CCOCC2)cc1	-4	2	-2	0.2	-7	-6	-3	10	-8	-2
Cc1onc(-c2ccccc2)c1C(=O)n1cccn1	2	3	-8	-1.4	-2	-16	35	5	13	1
CCN(C(=O)c1cc2c(=O)n3cccc(C)c3nc2s1)C1CCCCC1	1	-2	7	0.9	2	-4	-7	7	10	2
Cc1nn(-c2cc(N3CCOCC3)ccc2[N+](=O)[O-])c(=O)c2ccccc12	2	-2	13	-2.8	1	3	-1	-1	-10	3
CN(C)Cc1cc(CN(C)C)c(O)c(CCc2ccccc2)n1	-5	3	-4	-0.6	-2	5	2	0	-12	-4
